ARNT-TACC3 inh = disrupts binding between human ARNT and TACC3 | inhibition, % at 9.99 µM | AID 623870 | AlphaScreen His-ARNT PAS-B/GST-TACC3 binding, luminescence; TACC3 fragment carries E629A point mutation | actives 0.66% (n = 390,000) | Q9Y6A5;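 active means mean inhibition of replicates at least 50% and at least half of replicates each reaching 50%; inconclusive means half or more replicates reach 50% but mean below 50%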;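 further: 0% = complete ARNT plus TACC3 wells and 100% = ARNT alone without TACC3; many hits fall short of the cut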
PGC1a acetyl inh = lowers PGC1a acetylation signal in U2OS cells; AlphaScreen anti-acetyl-lysine; with virally co-expressed GCN5 acetyltransferase; inhibition, % at 15.6 µM; actives 0.17% (n = 350,000); AID 651687;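 active means every replicate shows inhibition of at least 40%; inconclusive means mean inhibition at least 40% but some replicate below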;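 further: 0% = neutral control wells and 100% = positive control wells; some results beyond the cut were filed as inactive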
Cneo AK release = Cryptococcus neoformans lysis via adenylate kinase release. actives 0.2% (n = 360,000). C. neoformans lysis, adenylate kinase release luminescence, 4 h; normalised: neutral wells 0, clomiphene wells 100. AID 651654. lysis activity, % at 15 µM;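 active means mean lysis activity across replicates of at least 80%, whatever share of replicates individually reach that level; inactive means mean lysis activity below 80%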
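Material – log-phase Cryptococcus neoformans yeast cells · Input – 5 × 10^6 yeast cells/mL · Medium – fresh YPD growth medium · Doses – single compound concentration per well · Timing – static 4 h at 37 °C with compound, 1 h detection · Detection – adenylate kinase release luminescence · Read-out – signal increase indicating cell lysis · Control set – Clomiphene as positive lysis control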
PAX8 inh HTS = lowers PAX8-driven luciferase in RMG-I cells | RMG-I TPO-luciferase reporter, SteadyGlo, 24 h | inhibition, % at 12.6 µM | actives 1.2% (n = 360,000) | AID 652154;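 active means mean replicate inhibition at least 60% with every replicate also reaching 60%; inconclusive means only one of the two criteria is met; inactive means mean below 60% and not all replicates reaching 60%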;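 further: luciferase light reporting Pax8 driven TPO promoter activity; plate controls were median of neutral control wells for no effect and mitoxantrone controls for full effect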
LGR2 antag = blocks bursicon-induced cAMP signaling via Drosophila LGR2. HEK293 LGR2, CRE-luciferase, bursicon-stimulated, 4 h. inhibition, % at 9.99 µM. actives 0.35% (n = 380,000). AID 720647;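 active means drop in luminescence signal, shown as inhibition above about 50% in the replicate tests, limit read from the data, passing the limit was not always enough; inconclusive means probably only some replicates passing the limit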;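 further: agonist challenge used bursicon conditioned medium at about half maximal strength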
Statin myotox sup = suppressors of simvastatin-induced myotoxicity in C2C12 myotubes; rescue of ATP level, % at 7.49 µM; ATP luminescence, 48 h; scaled: DMSO 0, geranylgeraniol control 100; actives 0.78% (n = 330,000);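 active means mean ATP rescue above about 67%, or every replicate alone reaching that limit, limit read from the data, passing the limit was not always enough; inconclusive means no clear call, values can overlap the other calls; inactive means mean under the limit and some replicate under it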;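 further: myotubes were challenged with 10 µM simvastatin during compound exposure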
PglD inh = PglD (C. jejuni) enzyme inhibition. purified PglD enzyme, DTNB colorimetric CoA detection. inhibition, % at 12.5 µM. actives 0.098% (n = 360,000); in the data active means inhibition above about 16%, passing the limit was not always enough; inconclusive means no clear call, values can overlap the other calls; further: strong numbers were not always called active
GSIS activator = primary screen for activators of insulin secretion dependent on glucose, INS-1E cells, GLuc reporter luminescence | actives 0.61% (n = 370,000) | INS-1E GLuc reporter insulin secretion, 2-3 h | activation, % at 16.6 µM;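 active means lowest replicate activation of at least 40%, so every replicate reaches that level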;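 further: 0% = median of neutral control wells and 100% = median of IBMX positive control wells; some compounds called inactive have numbers as strong as hits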
Active calls of the source: *; ? = inconclusive; nt = no result given; & = joins results of further samples. Hits appear at their usual frequency, and some 2.9% of all compounds hit somewhere here.

SMILES	ARNT-TACC3 inh	PGC1a acetyl inh	Cneo AK release	PAX8 inh HTS	LGR2 antag	Statin myotox sup	PglD inh	GSIS activator
CCc1c(C)nc(SCC(=O)c2ccc(C)c(C)c2)[nH]c1=O	-19	nt	0	nt	-3	1	3	8
Cc1ccc(CNc2nc(-c3cccnc3)nc3ccccc23)cc1	3	4	3	34	-7	-23	-2	-26
CC(C)NC(=O)N1CCCCN2[C@H](CO)[C@@H](c3ccc(C#Cc4ccccc4)cc3)[C@@H]2C1	-5	1	3	11	-5	nt	-4	-8
C[C@H](CO)N1C[C@H](C)[C@@H](CN(C)S(=O)(=O)c2cccs2)OCCCC[C@H](C)Oc2ccc(NS(=O)(=O)c3cccs3)cc2C1=O	-3	-4	0	21	-4	nt	1	-6
Cc1ccc2oc(-c3cccc(N)c3)nc2c1	-5	-10	-5	-27	-2	-6	-3	8
O=C(NC1CCCC1)c1ncn[nH]1	22*	-5	2	nt	-10	nt	8	nt
COc1cc(/C=N/NC(=S)NCCN2CCOCC2)cc(OC)c1OC	-3	nt	nt	-7	14	nt	nt	4
O=C(c1ccc2c3c(cccc13)CC2)C1CCCN(Cc2cccnc2)C1 (stereo unspecified)	4	-1	-2	6	6	8	1	-14
C[C@@H]1CN([C@H](C)CO)C(=O)c2cccc(NC(=O)c3ccc(-c4nccs4)cc3)c2O[C@@H]1CN(C)S(=O)(=O)c1ccc(Cl)cc1	-6	-11	1	5	-4	-33	-2	-2
C(=C\c1ccco1)/C=N/n1cnnc1	nt	3	-1	-10	nt	nt	-2	nt
Nc1nnc(SCC(=O)c2ccccc2)s1	-2	-2	2	nt	nt	9	1	nt
CCCOC(=O)c1ccc2c(c1)C(=O)N(c1ccccc1)C2=O	2	-13	2	nt	nt	-3	4	nt

The final four records of the section before lead into the next.
SMILES	ARNT-TACC3 inh	PGC1a acetyl inh	Cneo AK release	PAX8 inh HTS	LGR2 antag	Statin myotox sup	PglD inh	GSIS activator
C[C@@H]1CN([C@H](C)CO)C(=O)c2cccc(NC(=O)c3ccc(-c4nccs4)cc3)c2O[C@@H]1CN(C)S(=O)(=O)c1ccc(Cl)cc1	-6	-11	1	5	-4	-33	-2	-2
C(=C\c1ccco1)/C=N/n1cnnc1	nt	3	-1	-10	nt	nt	-2	nt
Nc1nnc(SCC(=O)c2ccccc2)s1	-2	-2	2	nt	nt	9	1	nt
CCCOC(=O)c1ccc2c(c1)C(=O)N(c1ccccc1)C2=O	2	-13	2	nt	nt	-3	4	nt
Cc1ccc(NC(=O)CSc2nc3c(c(=O)n(C)c(=O)n3C)n2C)cc1	nt	-5	0	4	-2	-3	5	6
O=C(C[n+]1ccccc1)N/N=C/c1ccc(Cl)c(Cl)c1	1	nt	0	-25	9	-4	5	5
CS(=O)(=O)c1ccc(C(=O)Nc2ccc(N3CCCC3)cc2)c(Cl)c1	-5	12	2	10	7	11	-6	11
C[C@H](CO)N1C[C@H](C)[C@H](CN(C)Cc2ccc(C(F)(F)F)cc2)Oc2c(NS(=O)(=O)c3ccc(F)cc3)cccc2C1=O	-6	-4	9	-3	20	5	3	-16
CCOc1ccccc1OCC(=O)OCC(=O)NNC(=O)c1ccc([N+](=O)[O-])cc1	-3	0	-1	nt	1	nt	-5	1
C[C@@H]1CN([C@H](C)CO)C(=O)c2cc(C#CC(C)(C)O)cnc2O[C@H]1CN(C)C(=O)c1ccccc1F	20	?	1	nt	12	5	-3	1
COc1cccc(N2CCC(N3CCN(C)C(CCO)C3)CC2)c1 (stereo unspecified)	-2	35	-4	-12	6	2	1	3
COC(=O)c1ccc(NC(=O)CN2C(=O)CC(C)S(=O)(=O)c3ccccc32)cc1 (stereo unspecified)	-21	11	-6	-11	-3	6	4	-2
COc1cccc(S(=O)(=O)N2CCCCN3[C@H](C2)[C@H](c2ccc(C#CCC(C)C)cc2)[C@@H]3CO)c1	-4	-2	-3	19	13	-11	0	-6
CC1CCCN(C(=O)C2CCN(CC3CC=CCC3)CC2)C1 (stereo unspecified)	4	-5	-1	nt	nt	8	-5	nt
Cc1ccccc1OCc1n[nH]c(=S)n1-c1ccccc1	-56	10	-1	2	5	15	2	14
COc1ccccc1NC(=O)N[C@H]1CC[C@@H](CC(=O)N2CCC(Cc3ccccc3)CC2)O[C@@H]1CO	2	-2	-1	38	15	12	2	-12
Cc1cc2oc(=O)cc(C)c2c(=O)o1	3	-1	-3	nt	nt	nt	9	nt
COc1ccc(NC(=O)Nc2ccc3c(c2)[C@@H]2C[C@@H](CC(=O)N4CCc5ccccc5C4)O[C@@H](CO)[C@@H]2O3)cc1	19	-1	-15	-5	-1	2	1	-35
N#Cc1ccc(OCC(=O)NCCCn2ccnc2)cc1	69*	7	-1	7	23	5	1	25
O=C(Nc1ccc(Cl)cn1)c1cccc(OCc2ccccc2)c1	-5	-2	-1	-33	-3	-86	2	-30
C/C=C/c1ccc2c(c1)O[C@H](CN(C)C(=O)c1ccccc1F)[C@@H](C)CN([C@@H](C)CO)S2(=O)=O	1	0	60	nt	-25	-23	3	5
C[C@H](CO)N1C[C@H](C)[C@H](CN(C)CC2CCCC2)Oc2ncc(C#Cc3ccccn3)cc2C1=O	nt	-6	nt	0	2	9	nt	-6
COc1ccc(NC(=O)N(C)C[C@@H]2Oc3ncc(C#Cc4ccccc4)cc3C(=O)N([C@H](C)CO)C[C@@H]2C)cc1	1	9	2	nt	8	9	-3	-21
O=C(NC1CCOCC1)C1CCC(=O)N(Cc2cccc(C(F)(F)F)c2)C1 (stereo unspecified)	-2	nt	nt	-15	0	nt	nt	6
C[C@@H]1CN([C@@H](C)CO)C(=O)c2cc(NC(=O)Cc3cn(C)c4ccccc34)ccc2O[C@@H]1CN(C)Cc1ccc(Oc2ccccc2)cc1	-1	-15	4	nt	-1	nt	-2	-3
CCOc1ccc(C(F)(F)F)cc1NC(C)=O	-3	-11	-2	nt	13	96*	1	7
CSc1nc2ccc(NS(=O)(=O)c3ccc(CNC(C)=O)cc3)cc2s1	6	nt	1	4	17	-6	0	-6
CC1(C)COC(c2ccccc2Cl)OC1	-13	1	2	-10	-6	16	-2	nt
COc1cccc(C2c3c(oc4ccccc4c3=O)C(=O)N2Cc2ccco2)c1 (stereo unspecified)	47*	-31	nt	-22	1	-6	nt	-5
CN(CC(=O)N1CCN(Cc2ccccc2)CC1)S(=O)(=O)c1ccc(F)cc1	-6	4	-1	-11	-2	0	5	0
CCOC(=O)Nc1nc(-c2ccccc2)c(C(=O)c2ccccc2)s1	2	nt	2	nt	nt	-15	4	nt
Cc1cccc(C(=O)OCC(=O)Nc2c(C)n(C)n(-c3ccccc3)c2=O)c1O	1	5	-1	7	2	5	0	1
CCn1c(C)nc2cc(S(=O)(=O)Nc3ccc(C)cc3)ccc21	2	-3	1	15	5	9	3	-11
Nn1cnnc1SCC(=O)N(C1CCCCC1)C1CCCCC1	-7	13	nt	4	20	nt	nt	-17
Cc1c(O)ccc(C(=O)CN2CCN(c3ccc(F)cc3)CC2)c1O	3	nt	2	4	4	4	-5	-18
CCCCNC(=O)CSc1nnc(-c2cccc(S(=O)(=O)N3CCOCC3)c2)o1	0	nt	2	-3	-10	0	5	0
Cc1cccc(C2=N/C(=C\c3cccs3)C(=O)O2)c1	-4	nt	nt	-6	31	nt	nt	-4
O=C(NNC(=O)c1csc(-c2ccccc2)n1)c1ccccc1	-3	nt	2	-8	-32	8	-8&1	-4
Cc1ccc(-n2c(C)cc(C(=O)CSc3nnnn3C)c2C)cc1	6	-8	-3	-143	nt	20	9	nt
CC(C)CN(CC(C)C)C(=O)Cc1coc2ccc3ccccc3c12	15	-30	2	8	nt	nt	0	nt
CCCCCC1C(=O)N2C=C(c3ccccc3)c3ccccc3N2C1=O (stereo unspecified)	-5	nt	nt	-14	-5	nt	nt	1
Cc1cc(C)c(C(=O)/C=C/c2ccc3c(c2)OCO3)c(=O)[nH]1	-19	3	nt	-2	10	nt	nt	3
Cc1ccc(-c2csc3ncnc(SCc4ccc(C(=O)O)cc4)c23)cc1	4	5	nt	2	4	nt	nt	23
CC1(C)CC(=O)C(C=NCCCn2ccnc2)=C(O)C1	4	-12	0	-6	nt	-1	6	nt
O=C(CNC(=O)c1cccs1)OCC(=O)c1ccc(Cl)cc1	nt	nt	0	7	-21	14	8	-3
COc1ccc(/C=C/C(=O)N/C(=C\c2ccco2)C(=O)NCCc2nc3ccccc3[nH]2)cc1	1	12	-4	-5	16	-9	4	-5
CCCN1CCC(=O)N([C@H](CSc2ccc(OC)cc2)c2ccccc2)CC1	-2	-17	1	-107	nt	9	-4	nt
O=C(CN1CCOCC1)N[C@@H]1CC[C@H](CCNS(=O)(=O)c2ccccc2F)O[C@@H]1CO	nt	-20	nt	-2	5	4	nt	-2
O=C(NCc1ccncc1)c1cc(-c2ccc(Cl)cc2)oc1C(F)(F)F	-7	-1	2	-9	nt	nt	0	nt
Nc1ccc(C(=O)NC23CC4CC(CC(C4)C2)C3)cc1	0	nt	-1	20	-3	-11	3	-7
CCOC(=O)N/N=C(\c1ccccc1)C(O)c1ccccc1 (stereo unspecified)	-4	-5	nt	14	18	nt	nt	3
COc1ccc(OC)c(CN2CCC(N3CCC(C(=O)NC4CC4)CC3)CC2)c1	-12	nt	9	-14	0	6	8	16

In the list so far, these contain an NH in an aromatic ring:
SMILES	ARNT-TACC3 inh	PGC1a acetyl inh	Cneo AK release	PAX8 inh HTS	LGR2 antag	Statin myotox sup	PglD inh	GSIS activator
CCc1c(C)nc(SCC(=O)c2ccc(C)c(C)c2)[nH]c1=O	-19	nt	0	nt	-3	1	3	8
O=C(NC1CCCC1)c1ncn[nH]1	22*	-5	2	nt	-10	nt	8	nt
Cc1ccccc1OCc1n[nH]c(=S)n1-c1ccccc1	-56	10	-1	2	5	15	2	14
Cc1cc(C)c(C(=O)/C=C/c2ccc3c(c2)OCO3)c(=O)[nH]1	-19	3	nt	-2	10	nt	nt	3
COc1ccc(/C=C/C(=O)N/C(=C\c2ccco2)C(=O)NCCc2nc3ccccc3[nH]2)cc1	1	12	-4	-5	16	-9	4	-5

(more compounds)
SMILES	ARNT-TACC3 inh	PGC1a acetyl inh	Cneo AK release	PAX8 inh HTS	LGR2 antag	Statin myotox sup	PglD inh	GSIS activator
COc1ccc(C(=O)O/N=C(\N)Cc2ccc([N+](=O)[O-])cc2)c(OC)c1	4	nt	nt	15	6	nt	nt	-3
COc1ccc(S(=O)(=O)Nc2ccc3c(c2)C(=O)N([C@H](C)CO)C[C@@H](C)[C@H](CN(C)S(=O)(=O)c2cccs2)OCCCC[C@H](C)O3)cc1	3	-12	-1	46	-1	102*	2	-8
CNC(=O)NC(=O)COC(=O)CCc1nc(=O)c2ccccc2n1C	3	nt	4	-4	nt	9	-7	10
O=S(=O)(c1ccccc1)N1C[C@H]2[C@@H](c3ccccc31)[C@H](CO)N2Cc1ccc2c(c1)OCO2	-2	-17	1	20	-14	32	-4	-44
Cc1ccc(Cl)cc1N1CCN(Cc2nc3c(c(=O)[nH]c(=O)n3C)n2CCc2ccccc2)CC1	9	7	5	nt	nt	18	3	nt
